GLD-1 RNA inh = GLD-1-TGE RNA interaction inhibition (C. elegans) | purified GLD-1 + fluorescein TGE RNA, fluorescence polarization | inhibition, % at 5.96 µM | 0.44% of 320,000 active | AID 2280;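 active means percent inhibition above a per-plate cutoff, the plate mean of test compounds plus 3 SD, cut at about 30% in these data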;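 further: 0% = DMSO wells with GLD-1 and probe and 100% = wells lacking GLD-1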
MEX-5 binding = C. elegans MEX-5 TCR-2 RNA binding activity; MEX-5/FITC-TCR2 RNA binding, fluorescence polarization; stronger effect = lower value; activity score (negative = inhibition of binding), % at 10 µM; 0.38% of 300,000 active; AID 1832;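 active means inhibition past about -25% in most replicates, and total fluorescence under double the plate's negative control median, limit read from the data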;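 further: 0% = DMSO and -100% = 5 µM competing unlabeled TCR2 RNA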
PAD4 FP inh = PAD4 (human) enzyme inhibition; Q9UM07; recombinant PAD4, RCA probe fluorescence polarization; inhibition, % at 6.36 µM; 0.41% of 330,000 active;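 active means percent inhibition above a cutoff equal to the mean of all tested compounds plus 3 SD, cut at about 15% in these data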;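 further: 0% = PAD4 with RCA probe and DMSO and 100% = probe without PAD4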
Target sequence (Q9UM07 whole entry, looked up): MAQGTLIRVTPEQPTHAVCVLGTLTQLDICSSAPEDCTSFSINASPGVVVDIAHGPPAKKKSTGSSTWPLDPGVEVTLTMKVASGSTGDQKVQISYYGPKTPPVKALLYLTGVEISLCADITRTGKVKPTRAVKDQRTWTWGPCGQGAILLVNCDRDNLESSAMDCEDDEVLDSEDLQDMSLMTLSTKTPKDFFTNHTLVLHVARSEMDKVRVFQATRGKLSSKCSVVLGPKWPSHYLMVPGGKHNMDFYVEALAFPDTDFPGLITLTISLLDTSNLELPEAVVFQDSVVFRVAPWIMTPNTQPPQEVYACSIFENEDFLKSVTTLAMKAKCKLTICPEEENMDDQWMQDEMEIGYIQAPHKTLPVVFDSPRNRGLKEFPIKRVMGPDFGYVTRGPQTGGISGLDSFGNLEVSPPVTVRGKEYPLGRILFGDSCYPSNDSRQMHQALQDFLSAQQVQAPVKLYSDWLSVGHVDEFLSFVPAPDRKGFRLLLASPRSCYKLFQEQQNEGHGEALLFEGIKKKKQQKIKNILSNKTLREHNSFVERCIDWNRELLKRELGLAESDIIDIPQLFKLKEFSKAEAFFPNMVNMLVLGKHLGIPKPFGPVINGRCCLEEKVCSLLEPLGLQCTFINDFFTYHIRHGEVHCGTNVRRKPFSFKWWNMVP
Fam108B counter = blocks mouse Fam108B hydrolase in RBBP9 counter-screen; recombinant Fam108B, FP-Rh probe fluorescence polarization; inhibition, % at 9.51 µM; 0.33% of 300,000 active; AID 1947;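 active means inhibition above the screen mean inhibition plus 3 SD, computed separately per campaign, cut at about 18% in these data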;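 further: inhibitors lower polarization as less probe binds the enzyme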
GSTO1 counter = GSTO1 inhibition, counter-screen for RBBP9 inhibitors. inhibition, % at 5.96 µM. recombinant GSTO1, activity-based probe fluorescence polarization. AID 1974. P78417. 1.1% of 300,000 active;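 active means inhibition above the campaign mean inhibition plus 3 SD, cut at about 35% in these data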;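 further: 0% = GSTO1-1 with DMSO and 100% = wells lacking GSTO1-1 enzyme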
Target sequence (P78417 whole entry, looked up): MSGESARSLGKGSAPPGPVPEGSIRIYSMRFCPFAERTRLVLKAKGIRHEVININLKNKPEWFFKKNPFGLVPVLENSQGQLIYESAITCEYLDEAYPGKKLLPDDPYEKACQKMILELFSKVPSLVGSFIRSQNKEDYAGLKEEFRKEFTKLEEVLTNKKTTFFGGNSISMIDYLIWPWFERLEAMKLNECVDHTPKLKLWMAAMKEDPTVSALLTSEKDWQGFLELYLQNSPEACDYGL
Bcl-xL primary = blocks human Bcl-xL binding to Bim BH3 peptide; inhibition, % at 10.9 µM; 0.7% of 320,000 active; Q07817; GST-Bcl-xL / FITC-Bim BH3 peptide fluorescence polarization;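 active means inhibition above the mean of all tested compounds plus 3 SD, cutoff set per campaign, cut at about 30% in these data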;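 further: 0% = DMSO wells and 100% = unlabeled Bim-BH3 peptide competitor; inhibitors lower millipolarization by displacing the labeled peptide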
PME-1 inh = blocks human protein phosphatase methylesterase 1; Q9Y570; recombinant PME-1, FP-Rh probe fluorescence polarization; inhibition, % at 5.9 µM; 0.53% of 320,000 active; AID 2130;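 active means inhibition above the campaign mean of all compounds plus 3 SD, cut at about 26% in these data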;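 further: competitive labeling of PME-1 active site by serine hydrolase directed probe; 0% = PME-1 with DMSO and 100% = wells lacking PME-1 enzyme; inhibitors block probe labeling so polarization falls and inhibition rises; many of its hits are not listed in these tables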
TPT1 inh = C. albicans TPT1 enzyme inhibition; 0.81% of 300,000 active; inhibition, % at 5 µM; recombinant caTPT1, FP RNA substrate dephosphorylation;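 active means inhibition above the mean of all tested compounds plus 3 SD, set per screening campaign, cut at about 24% in these data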;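 further: plate controls were DMSO alone for no effect and ferristatin control at 100 nM for full effect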
MCL1-BIM inh = disrupts human MCL1 binding to BIM-BH3 peptide | GST-MCL1 / FITC-Bim-BH3 fluorescence polarization | inhibition, % at 10.9 µM | 0.68% of 320,000 active;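 active means inhibition above the mean inhibition of all tested compounds plus 3 SD, set per campaign, cut at about 40% in these data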;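 further: 0% = DMSO wells and 100% = unlabeled Bim-BH3 peptide control; higher means more loss of mP so more displacement of Bim peptide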
Active calls of the source: *; . = no result given. A portion of the library (hit frequency here may not be typical).

SMILES	GLD-1 RNA inh	MEX-5 binding	PAD4 FP inh	Fam108B counter	GSTO1 counter	Bcl-xL primary	PME-1 inh	TPT1 inh	MCL1-BIM inh
COc1ccc(S(=O)(=O)NCC2CCCN(Cc3ccccc3C)C2)cc1 (configuration not stated)	3	0.6	0	-9	8	7	6	2	7
c1ccc2c(SCc3cn4cccnc4n3)ncnc2c1	5	-0.7	0	0	4	7	-3	0	10
COC(=O)[C@H](CC(C)C)NC(=O)N1CCN(c2cccc(C(F)(F)F)c2)CC1	-3	0.5	-1	-10	-2	0	-2	3	0
COc1cccc(C(=O)N(Cc2cc3cc(C)ccc3[nH]c2=O)C(C)C)c1	-5	1.6	3	2	-9	-1	7	-1	-3
O=C(Oc1cccc2ccccc12)c1ccncc1	3	2.2	4	-3	2	4	4	-1	4
COCCNC(=O)C1CCCN(S(=O)(=O)c2cccc3nsnc23)C1 (configuration not stated)	5	-0.2	2	3	-2	7	-2	-4	-1
CC(=O)c1cccc(NC(=O)CCNS(=O)(=O)c2cccc(C(C)=O)c2)c1	5	0.8	-8	-3	-4	-1	-6	3	-1
Nc1cc(=O)nc(SCC(=O)N2CCN(c3ccccc3)CC2)n1-c1ccc(F)cc1	-2	0.2	3	-3	3	3	-3	-4	2
CC(=O)c1cccc(OCc2cc(C(=O)N(C)Cc3ccc(C)o3)no2)c1	1	0.9	-1	1	-1	-2	0	4	3
Cc1cc(C)n(-c2ccc(NC(=O)C3CCCCN3C(=O)c3ccoc3C)cc2)n1 (configuration not stated)	6	-0.7	-6	-1	-1	0	-6	-1	-7
Oc1ccccc1C=Nc1cccc2ccccc12	5	0.7	-6	-2	22	12	7	-4	10
CCOC(=O)/C=C1\SCC(=O)N1CC(=O)NCCOC	-4	-1.9	-6	-1	-2	7	-2	5	1
CCCNC(=O)c1c(CSc2ccccc2)noc1C(=O)NCc1ccccc1	-1	2.6	-2	-3	3	-3	-1	-2	2
O=C(NC(=S)NN1CCCCC1c1cccnc1)c1ccc(Br)cc1 (configuration not stated)	-2	-1.2	0	5	17	7	0	-5	7
CC(=O)c1cccc(N(CC(=O)Nc2ccc(F)cc2F)S(C)(=O)=O)c1	2	-1.8	0	1	8	2	-4	-2	-2
COc1ccc(OC)c(/C=N/NC(=O)c2ccc[n+](CC(=O)c3ccccc3)c2)c1	4	.	-3	.	.	0	-1	.	-4
O=C(CSc1nnc(Cc2ccccc2)o1)NCCN1C(=O)CSC1=O	-1	-0.3	0	1	-2	-2	-4	-1	-1
CCC(C)(C)C1CCc2[nH]nc(C(=O)NCCCNC(=O)OC(C)(C)C)c2C1 (configuration not stated)	4	.	2	4	0	5	3	-2	1
Cn1ccnc1C(=O)c1cc(SCC(=O)N2CCOCC2)nc2ccccc12	1	0.5	-3	0	3	4	-2	1	1
CCN(CCn1cccn1)C(=O)c1ccc(OC2CCN(C(=O)COC)CC2)cc1	-1	-0.4	-2	1	0	-1	2	0	4
O=C(CCC(=O)Nc1ccc(Cl)cc1Cl)N/N=C/c1ccc([N+](=O)[O-])o1	5	-0.6	-13	2	1	6	2	-6	7
COc1ccccc1CCNC(=O)CCNS(=O)(=O)c1ccc(NC(C)=O)cc1	0	.	4	.	.	2	7	.	6
COC(=O)C1=C(C(=O)OC)[C@@H]2Nc3ccccc3[C@@]23C[C@@H](C(=O)OC)N(C(C)=O)C3=N1	5	4.7	-1	-3	0	4	2	2	0
COc1ccc([N+](=O)[O-])cc1/C=N/NC(=O)CNC(=O)C(c1ccccc1)c1ccccc1	5	-0.4	2	-2	-1	2	-3	3	2
CC(C)(C)C1CCC(=NNC(=O)c2ccccc2-n2cccc2)CC1 (configuration not stated)	-5	-2.0	0	5	3	5	3	-2	2
O=c1c2ccccc2c(=O)n2n1Cc1ccccc1C2	-6	1.1	-2	1	-5	4	1	1	-3
O=C(N/N=C/c1ccco1)c1ccccc1OCc1ccccc1Cl	7	0.9	4	1	-5	2	2	-2	4
CCCOc1ccc(N/C=C/C(=O)c2ccc(OC)c(OC)c2)cc1	-20	-0.3	4	-2	5	2	0	9	-5
CC1CN(C(=O)CCC(=O)NC(C)c2ccccc2)c2cc(Cl)ccc2O1 (configuration not stated)	4	0.1	-3	6	-1	-1	2	1	2
CC1(C)CC2CC(C)(CN2S(=O)(=O)c2cccc(C(=O)OCC(=O)NC(N)=O)c2)C1 (configuration not stated)	7	0.4	3	0	22	-11	-1	-2	-22
Nc1nc(-c2ccc(Br)cc2)cs1	-1	-1.9	1	0	16	-2	6	-1	-4
O=C(N/N=C/c1ccc(Cl)c([N+](=O)[O-])c1)c1cc(-c2ccc3c4c(cccc24)CC3)n[nH]1	-1	-1.4	2	-6	-6	3	-12	1	-1
COc1ccc(CNC(=O)COc2ccc(S(=O)(=O)N3CCCCC3)cc2)cc1	3	-0.6	0	3	6	7	6	-2	10
COc1ccc(CCNC(=O)CN2C(=O)c3ccccc3S2(=O)=O)cc1OC	6	1.1	-2	0	-6	4	3	-4	3
Cc1ccc(CN2CCN(CC(=O)N3CCC(C(N)=O)CC3)C2=O)cc1	3	0.6	-1	-1	6	2	0	-4	-3
CCCCn1c(-c2cccs2)nc2nc3ccccc3nc21	-2	-4.3	-3	-4	-4	1	4	-4	-2
O=C1NC(Cc2ccccc2)c2nc3ccc(Cl)cc3c(=O)n2-c2ccc(Cl)cc21 (configuration not stated)	0	.	-4	.	.	5	-11	.	8
S=c1[nH]nc(-c2ccccc2Cl)n1/N=C/C=C/c1ccco1	3	-0.2	-5	1	10	-8	0	2	-3
CCOC(=O)c1sc(NC(=O)c2ccccc2C(=O)O)c(C(=O)OCC)c1C	2	-0.7	1	4	-4	2	-18	0	-5
COc1cc(NS(=O)(=O)c2ccc3c(c2)n(C)c(=O)n3C)cc(OC)c1	0	-3.1	-2	-5	3	4	0	-3	6
COc1ccc(C2(O)C(=O)Nc3ccccc32)cc1 (configuration not stated)	3	3.1	0	1	-2	2	1	-2	-9
CN1CCN(c2ccc([N+](=O)[O-])cc2C(=O)c2ccc(Cl)cc2)CC1	-5	-3.4	-5	-2	-1	-7	8	0	-5
CN(C)S(=O)(=O)c1cc(NC(=O)CSc2nn(-c3ccc(Cl)cc3)c(=S)s2)ccc1Cl	-9	12	-21	-21	-47	-5	-31	1	-7
NC(=O)CSc1nnc(-c2ccncc2)n1-c1ccc(Cl)cc1	10	2.6	0	-1	0	8	-5	-2	3
CC(NC(=O)CCNC(=O)c1ccco1)c1ccc(F)cc1 (configuration not stated)	2	-3.1	-6	7	1	-3	1	1	-12
CCN(CC)S(=O)(=O)c1ccc(OCC(=O)NC(=O)Cc2ccccc2)c([N+](=O)[O-])c1	7	.	-1	.	.	4	6	.	4
Cc1ccc2c(c1)c1c(n2CC(O)CN2CCCCCC2)CCCC1 (configuration not stated)	-2	-8.1	0	1	6	5	0	0	6
O=C(NCc1ccccc1)c1ccc(S(=O)(=O)C(F)F)cc1	-2	2.3	6	4	9	7	0	-1	-1
CC(C)c1ccc(NC(=O)Nc2cc3sccc3n2C)cc1	10	1.1	-10	-3	-11	17	0	6	16
O=C(CN(C(=O)CCC(=O)Nc1nccs1)c1ccccc1F)NCCc1ccccc1	-3	-0.7	0	3	-4	0	6	-2	1
O=[N+]([O-])c1cccc(/C=N/N2CCN(Cc3ccc(Cl)cc3)CC2)c1	-2	2.2	1	0	-2	4	7	0	4
CCOC(=O)Cn1c(-c2cccnc2Cl)nc2ccccc21	4	-0.4	3	0	4	3	-3	0	-2
CSc1ccc(S(=O)(=O)NCC(=O)OCC(=O)N2CCCCC2C)cc1[N+](=O)[O-] (configuration not stated)	2	-5.8	-5	4	0	2	1	0	3
Cc1ccc(NC(=S)Nc2ccc3[nH]c(=O)[nH]c3c2)cc1	5	-2.3	3	-1	2	8	-3	-2	5
O=[N+]([O-])c1cnccc1Nc1ccc(Cl)cc1	1	0.9	2	0	6	4	1	-5	-1
CCOC(=O)CSc1ccc(C(=O)NCCN2CCOCC2)cc1[N+](=O)[O-]	2	0.0	-8	-1	5	-6	1	2	-4
CCn1c(SCC(=O)Nc2oc(-c3ccccc3)c(-c3ccccc3)c2C#N)nnc1-c1ccco1	-4	-1.2	-2	9	-11	-4	5	-5	-7
CC(c1ccccc1)C1CC(=O)N(Cc2ccccc2)C1=O (configuration not stated)	3	-0.9	-3	0	5	-1	5	2	18
O=C(Cn1cnc2ccccc2c1=O)Nc1cccc(-c2nnc3n2CCCCC3)c1	-1	0.7	-4	-8	3	6	0	3	5
NNC(=O)/C=C/c1ccc(Cl)cc1Cl	9	-0.8	-3	-3	0	1	-2	0	-3
COc1ccc(C(=O)CCC(=O)Nc2cccnc2)cc1	-2	-0.9	2	-3	8	7	-2	2	4
CC(=O)N(c1cccc(Br)c1)c1nc(C)cc(C)c1C#N	3	0.3	-2	2	7	5	-3	-2	6

Another view of 14 compounds above:
| compound | GLD-1 RNA inh | MEX-5 binding | PAD4 FP inh | Fam108B counter | GSTO1 counter | Bcl-xL primary | PME-1 inh | TPT1 inh | MCL1-BIM inh |
| --- | --- | --- | --- | --- | --- | --- | --- | --- | --- |
| CCN(CC)S(=O)(=O)c1ccc(OCC(=O)NC(=O)Cc2ccccc2)c([N+](=O)[O-])c1 | 7 | . | -1 | . | . | 4 | 6 | . | 4 |
| Cc1ccc2c(c1)c1c(n2CC(O)CN2CCCCCC2)CCCC1 (configuration not stated) | -2 | -8.1 | 0 | 1 | 6 | 5 | 0 | 0 | 6 |
| O=C(NCc1ccccc1)c1ccc(S(=O)(=O)C(F)F)cc1 | -2 | 2.3 | 6 | 4 | 9 | 7 | 0 | -1 | -1 |
| CC(C)c1ccc(NC(=O)Nc2cc3sccc3n2C)cc1 | 10 | 1.1 | -10 | -3 | -11 | 17 | 0 | 6 | 16 |
| O=C(CN(C(=O)CCC(=O)Nc1nccs1)c1ccccc1F)NCCc1ccccc1 | -3 | -0.7 | 0 | 3 | -4 | 0 | 6 | -2 | 1 |
| O=[N+]([O-])c1cccc(/C=N/N2CCN(Cc3ccc(Cl)cc3)CC2)c1 | -2 | 2.2 | 1 | 0 | -2 | 4 | 7 | 0 | 4 |
| CCOC(=O)Cn1c(-c2cccnc2Cl)nc2ccccc21 | 4 | -0.4 | 3 | 0 | 4 | 3 | -3 | 0 | -2 |
| CSc1ccc(S(=O)(=O)NCC(=O)OCC(=O)N2CCCCC2C)cc1[N+](=O)[O-] (configuration not stated) | 2 | -5.8 | -5 | 4 | 0 | 2 | 1 | 0 | 3 |
| Cc1ccc(NC(=S)Nc2ccc3[nH]c(=O)[nH]c3c2)cc1 | 5 | -2.3 | 3 | -1 | 2 | 8 | -3 | -2 | 5 |
| O=[N+]([O-])c1cnccc1Nc1ccc(Cl)cc1 | 1 | 0.9 | 2 | 0 | 6 | 4 | 1 | -5 | -1 |
| CCOC(=O)CSc1ccc(C(=O)NCCN2CCOCC2)cc1[N+](=O)[O-] | 2 | 0.0 | -8 | -1 | 5 | -6 | 1 | 2 | -4 |
| CCn1c(SCC(=O)Nc2oc(-c3ccccc3)c(-c3ccccc3)c2C#N)nnc1-c1ccco1 | -4 | -1.2 | -2 | 9 | -11 | -4 | 5 | -5 | -7 |
| CC(c1ccccc1)C1CC(=O)N(Cc2ccccc2)C1=O (configuration not stated) | 3 | -0.9 | -3 | 0 | 5 | -1 | 5 | 2 | 18 |
| O=C(Cn1cnc2ccccc2c1=O)Nc1cccc(-c2nnc3n2CCCCC3)c1 | -1 | 0.7 | -4 | -8 | 3 | 6 | 0 | 3 | 5 |

From PubChem
